BoNT F protease = blocks Botulinum neurotoxin F light chain protease; Multiplex microsphere protease cleavage assay, flow cytometry; inhibition, % at 10 µM; actives 0.22% (n = 360,000); AID 588497; in the data active = inhibition above about 35%, passing the limit was not always enough; also: plate controls were buffer without enzyme for full effect and enzyme alone for no effect
CCHFV vOTU inh = blocks the CCHF virus ovarian tumor domain protease; CCHFV vOTU protease, Pep-AMC fluorescence; inhibition, % at 11.5 µM; actives 0.55% (n = 370,000); AID 651958; in the data active = inhibition above about 30%; also: 0% = vehicle wells with enzyme and 100% = no enzyme wells
Rv3671c inh = Rv3671c (M. tuberculosis) protease inhibition. AID 2606. inhibition, % at 5.96 µM. actives 0.048% (n = 320,000); in the data active = inhibition above about 38%;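 also: extracellular domain of Rv3671c used as enzyme; 0% = enzyme with DMSO and 100% = no enzyme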
SARS 3CLpro inh = SARS-CoV 3CLpro protease inhibition. P0C6X7. recombinant SARS-CoV 3CLpro, quenched FRET peptide cleavage. inhibition, % at 6 µM. actives 0.14% (n = 290,000). AID 1706; in the data active = inhibition above about 12%
MazEF act = MazEF (E. coli) toxin RNase activation | P0AE70 | FAM/BHQ RNA-DNA oligo cleavage fluorescence, 5 h | activation, % at 20 µM | actives 0.32% (n = 350,000) | AID 504720; in the data active = activation above about 50%
Target sequence (P0AE70 whole entry, looked up): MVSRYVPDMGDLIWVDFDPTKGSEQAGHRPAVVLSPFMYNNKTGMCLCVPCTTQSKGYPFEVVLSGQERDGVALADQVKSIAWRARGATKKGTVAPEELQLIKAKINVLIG
PrPC TRFRET = inhibitors of human cell surface prion protein PrPC. actives 0.43% (n = 370,000). TR-FRET read-out. inhibition, % at 13.8 µM. AID 720596; in the data active = inhibition above about 24%; also: 0% = median of the test wells and 100% = reference compound wells
PriA SSB inh = blocks PriA binding to SSB C-terminal tail; AlphaScreen SSBct-PriA binding, biotinylated peptide; inhibition, % at 33 µM; actives 0.6% (n = 430,000); AID 1272365; in the data active = inhibition mostly above about 37%, no sharp cut-off; inactive = mostly below about 20%;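 also: plate controls were negative control peptide for no effect and reference peptide for full effect; strong numbers were not always called active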
VHR inh abs = blocks human VHR1 dual specificity phosphatase; P51452; recombinant VHR phosphatase, pNPP absorbance; inhibition, % at 13.3 µM; actives 0.52% (n = 290,000); in the data active = inhibition above about 50%; also: some compounds called inactive have numbers as strong as hits
Anthrax LF inh2 = inhibitors of Bacillus anthracis lethal factor protease | P15917 | multiplex microsphere protease cleavage assay, LF | inhibition, % at 10 µM | actives 0.12% (n = 360,000) | AID 588501; also: plate controls were buffer without enzyme for full effect and enzyme alone for no effect
Target sequence (P15917 whole entry, looked up): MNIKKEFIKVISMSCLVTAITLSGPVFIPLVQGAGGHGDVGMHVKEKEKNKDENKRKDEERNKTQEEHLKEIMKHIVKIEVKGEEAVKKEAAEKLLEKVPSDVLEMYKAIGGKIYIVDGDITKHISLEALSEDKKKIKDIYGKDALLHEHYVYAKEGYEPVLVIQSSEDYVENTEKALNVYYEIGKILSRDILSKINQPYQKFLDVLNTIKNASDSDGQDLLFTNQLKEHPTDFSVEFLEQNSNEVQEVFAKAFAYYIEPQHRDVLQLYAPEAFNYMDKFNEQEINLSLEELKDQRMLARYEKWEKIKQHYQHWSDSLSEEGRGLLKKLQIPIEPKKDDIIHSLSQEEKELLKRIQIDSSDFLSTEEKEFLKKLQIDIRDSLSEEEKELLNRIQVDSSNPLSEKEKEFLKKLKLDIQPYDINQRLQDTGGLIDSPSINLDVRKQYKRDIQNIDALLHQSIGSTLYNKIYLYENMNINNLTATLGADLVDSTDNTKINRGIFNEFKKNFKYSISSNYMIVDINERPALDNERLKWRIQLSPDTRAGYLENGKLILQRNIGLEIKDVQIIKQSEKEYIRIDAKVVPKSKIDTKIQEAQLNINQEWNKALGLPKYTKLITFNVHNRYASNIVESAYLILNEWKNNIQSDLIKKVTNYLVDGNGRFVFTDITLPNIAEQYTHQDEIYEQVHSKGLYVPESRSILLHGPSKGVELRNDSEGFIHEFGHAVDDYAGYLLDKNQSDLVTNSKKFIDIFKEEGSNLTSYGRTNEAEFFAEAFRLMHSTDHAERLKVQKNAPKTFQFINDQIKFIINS
BoNT-A LC inh2 = BoNT A light chain protease inhibition; actives 0.17% (n = 360,000); inhibition, % at 10 µM; multiplex microsphere protease substrate cleavage, flow cytometry; also: plate controls were buffer without enzyme for full effect and enzyme alone for no effect
Starred values were filed as active, the others as inactive. Rule as the data show it, unless noted: active = inhibition above about 30%; inconclusive = no clear call, values can overlap the other calls; inactive = below that. These rows are one share of the data; count on the stated rates, not on these rows.

CCN(CC(=O)Nc1cccc(OC)c1)C(=O)c1cnc(Cl)c(Cl)c1 was read as BoNT F protease -14.4, CCHFV vOTU inh 0.5, Rv3671c inh 8.5, SARS 3CLpro inh 0.2, MazEF act -34.4, PrPC TRFRET -1.5, PriA SSB inh -0.2, VHR inh abs 10.1, Anthrax LF inh2 -6.2 and BoNT-A LC inh2 -1.2.
`O=C(NNC(=O)C1CCCC1)c1ccccc1F` gave BoNT F protease 6.6, CCHFV vOTU inh -12.1, Rv3671c inh 1.9, SARS 3CLpro inh -0.2, MazEF act -0.5, PrPC TRFRET 1.7, PriA SSB inh -9.2, VHR inh abs 6.7, Anthrax LF inh2 6.1 and BoNT-A LC inh2 -0.8.
COc1ccc(OC)c(-c2cc(C3CCN(C(=O)OC(C)(C)C)CC3)[nH]n2)c1 was read as BoNT F protease -5.3, CCHFV vOTU inh 16.4, Rv3671c inh 8.3, SARS 3CLpro inh 1.9, MazEF act 5.2, PrPC TRFRET -1.0, PriA SSB inh 10.5, VHR inh abs 30.7, Anthrax LF inh2 -3.6 and BoNT-A LC inh2 -0.5.
Screening N#CC1=C(N)N2C(=C(C#N)C13CCCC3)Nc1ccccc12 returned BoNT F protease -3.4, CCHFV vOTU inh 1.5, Rv3671c inh 4.6, SARS 3CLpro inh -1.3, MazEF act 3.9, PrPC TRFRET 2.5, PriA SSB inh 3.8, VHR inh abs -2.8, Anthrax LF inh2 -8.1 and BoNT-A LC inh2 -0.6.
Screening Cc1ccc(NC(=O)CN(C)C(=O)c2cc(-c3ccccc3)nn2-c2ccccc2)cc1 returned BoNT F protease 3.7, CCHFV vOTU inh -8.0, MazEF act -6.9, PrPC TRFRET 0.8, PriA SSB inh -7.1, Anthrax LF inh2 0.3 and BoNT-A LC inh2 -1.9.
For O=C(N/N=C/c1c[nH]c2ccccc12)c1[nH]c2ccc(Br)cc2c1-c1ccccc1 the results were BoNT F protease -3.2, CCHFV vOTU inh -2.2, SARS 3CLpro inh 6.1, MazEF act 4.0, PrPC TRFRET 10.5, VHR inh abs 12.6, Anthrax LF inh2 -1.4 and BoNT-A LC inh2 0.0.
Screening O=C(c1ccc(Cl)cc1)N1CCN(c2cc(=O)[nH]nc2-c2ccccc2)CC1 returned BoNT F protease -4.0, CCHFV vOTU inh 1.1, Rv3671c inh 5.1, SARS 3CLpro inh -4.8, MazEF act -0.5, PrPC TRFRET -0.2, PriA SSB inh -5.8, VHR inh abs 32.7, Anthrax LF inh2 4.5 and BoNT-A LC inh2 0.3.
Screening O=C(NC(=S)Nc1ccc(Cl)cn1)C12CC3CC(CC(C3)C1)C2 returned BoNT F protease -8.5, CCHFV vOTU inh -8.5, Rv3671c inh -3.4, SARS 3CLpro inh 2.4, MazEF act -9.0, PrPC TRFRET -2.7, PriA SSB inh 7.2, VHR inh abs 3.1, Anthrax LF inh2 -0.2 and BoNT-A LC inh2 -0.8.
`COC(=O)C(C)n1cnc2c(nnn2-c2ccc(F)cc2)c1=O` (centres undefined) gave BoNT F protease 1.7, CCHFV vOTU inh 14.2, Rv3671c inh 12.5, SARS 3CLpro inh -2.1, MazEF act -5.2, PrPC TRFRET 0.8, PriA SSB inh -2.2, VHR inh abs 17.3, Anthrax LF inh2 1.6 and BoNT-A LC inh2 -0.7.
`COCc1cc(=O)[nH]c(SCC(=O)N2CCOCC2)n1` gave BoNT F protease 12.8, CCHFV vOTU inh -5.0, Rv3671c inh 5.8, SARS 3CLpro inh -3.2, MazEF act -1.2, PrPC TRFRET 5.5, PriA SSB inh -16.3, VHR inh abs -18.6, Anthrax LF inh2 2.1 and BoNT-A LC inh2 0.6.
Screening CC(C)[C@H](NC(=O)N1c2ccccc2NC(=O)[C@@H]1C(C)C)C(=O)N[C@@H](Cc1ccccc1)C(=O)O returned BoNT F protease -2.3, CCHFV vOTU inh 5.3, Rv3671c inh 1.8, SARS 3CLpro inh -4.8, MazEF act -12.3, PrPC TRFRET 4.3, PriA SSB inh -2.9, VHR inh abs 12.5, Anthrax LF inh2 4.2 and BoNT-A LC inh2 -0.9.
Screening COc1ccc(S(=O)(=O)NC(=O)C2(C)CCN2C(=O)c2c(C)noc2C)cc1 (centres undefined) returned BoNT F protease -7.3, CCHFV vOTU inh -4.2, PrPC TRFRET -6.5, Anthrax LF inh2 -3.0 and BoNT-A LC inh2 -0.2.
For O=C(CN1CCN(S(=O)(=O)c2ccc3ccccc3c2)CC1)Nc1ccc2c(c1)CCC2 the results were BoNT F protease -8.6, CCHFV vOTU inh 2.0, Rv3671c inh -18.9, SARS 3CLpro inh 2.2, MazEF act -4.7, PrPC TRFRET -9.1, PriA SSB inh -2.3, VHR inh abs 5.4, Anthrax LF inh2 -2.0 and BoNT-A LC inh2 -0.2.
`CCN(C(=O)CSc1nc(C)nc2sc(C)c(C)c12)c1ccc(F)cc1` gave BoNT F protease -0.2, CCHFV vOTU inh -6.1, Rv3671c inh -6.1, MazEF act 2.6, PrPC TRFRET -1.7, PriA SSB inh -5.7, Anthrax LF inh2 -0.9 and BoNT-A LC inh2 -1.8.
For COc1ccc(/C=N/NC(=O)c2ccccc2O)cc1Cn1nnc2ccccc21 the results were BoNT F protease -1.6, CCHFV vOTU inh 8.7, Rv3671c inh -2.5, SARS 3CLpro inh 6.8, MazEF act 11.6, PrPC TRFRET -1.8, PriA SSB inh inactive, VHR inh abs 17.0, Anthrax LF inh2 -7.3 and BoNT-A LC inh2 -0.2.
`O=C(C1CCOCC1)N1CCC(CO)(CCc2ccccc2)CC1` gave BoNT F protease -7.8, CCHFV vOTU inh -17.1, Rv3671c inh -3.4, SARS 3CLpro inh -4.1, MazEF act 1.1, PrPC TRFRET -4.1, PriA SSB inh -11.0, VHR inh abs 26.3, Anthrax LF inh2 -2.5 and BoNT-A LC inh2 -0.5.
For Oc1ccc(Cl)cc1Sc1cc(Cl)ccc1O the results were BoNT F protease 3.3, CCHFV vOTU inh 17.3, MazEF act -5.6, PrPC TRFRET 3.2, PriA SSB inh 5.3, Anthrax LF inh2 -8.9 and BoNT-A LC inh2 -0.4.
For CS(=O)(=O)c1ccc(-c2csc(C(O)c3cccc(Cl)c3)n2)cc1 (centres undefined) the results were BoNT F protease 6.8, CCHFV vOTU inh 10.1, PrPC TRFRET 5.2, Anthrax LF inh2 0.1 and BoNT-A LC inh2 -0.4.
For Cc1ccc(C)c(SCC(=O)OCC(=O)Nc2ncc(C(F)(F)F)cc2Cl)c1 the results were BoNT F protease -2.5, CCHFV vOTU inh 23.4, Rv3671c inh -3.2, SARS 3CLpro inh -1.1, MazEF act -7.1, PrPC TRFRET 2.6, PriA SSB inh -13.6, VHR inh abs -3.4, Anthrax LF inh2 0.0 and BoNT-A LC inh2 -0.1.
For Cc1[nH][nH]c(=O)c1C(c1ccc(O)c(Br)c1)c1c(C)[nH][nH]c1=O the results were BoNT F protease -5.5, CCHFV vOTU inh -6.9, Rv3671c inh -3.3, SARS 3CLpro inh 4.2, MazEF act 6.3, PrPC TRFRET -0.3, PriA SSB inh 7.3, VHR inh abs -6.7, Anthrax LF inh2 -9.1 and BoNT-A LC inh2 -0.6.
`O=C(c1nc2nc(-c3ccccc3)cc(C(F)(F)F)n2n1)N1CCCCC1` gave BoNT F protease 1.5, CCHFV vOTU inh 5.6, Rv3671c inh 2.6, SARS 3CLpro inh -2.5, MazEF act 7.0, PrPC TRFRET -5.6, PriA SSB inh -3.1, VHR inh abs -19.9, Anthrax LF inh2 -0.1 and BoNT-A LC inh2 -0.8.
For CCOc1ccc(Br)cc1S(=O)(=O)Nc1ccc(S(=O)(=O)Nc2cc(C)on2)cc1 the results were BoNT F protease -2.5, CCHFV vOTU inh 3.0, Rv3671c inh -2.9, MazEF act 4.1, PrPC TRFRET 8.2, PriA SSB inh -5.1, Anthrax LF inh2 7.4 and BoNT-A LC inh2 0.0.
For CC1C(=O)OC(c2ccc(Cl)cc2)C(C)(C)C1=O (centres undefined) the results were BoNT F protease -38.5, CCHFV vOTU inh -9.4, SARS 3CLpro inh -4.2, MazEF act -11.3, PrPC TRFRET 4.4, PriA SSB inh 21.4, VHR inh abs -3.8, Anthrax LF inh2 -5.7 and BoNT-A LC inh2 -4.0.
C[C@@H]1CN([C@H](C)CO)S(=O)(=O)c2ccc(-c3ccc(C#N)cc3)cc2O[C@H]1CN(C)C(=O)Nc1cc(F)ccc1F was read as BoNT F protease -7.4, CCHFV vOTU inh 3.5, MazEF act -12.4, PrPC TRFRET -14.7, Anthrax LF inh2 -4.6 and BoNT-A LC inh2 -0.2.
`O=C(O)c1cc(S(=O)(=O)Nc2ccc3c(c2)OCCO3)c(Cl)cc1Cl` gave BoNT F protease -4.1, CCHFV vOTU inh 5.3, Rv3671c inh -0.4, SARS 3CLpro inh 0.5, MazEF act 6.8, PrPC TRFRET 0.0, PriA SSB inh -6.6, VHR inh abs 15.1, Anthrax LF inh2 -12.8 and BoNT-A LC inh2 -0.5.
Screening O=C(N/N=C/c1ccccc1C(=O)O)c1cccc(S(=O)(=O)N2CCOCC2)c1 returned BoNT F protease -5.7, CCHFV vOTU inh -1.6, Rv3671c inh 1.4, MazEF act -2.2, PrPC TRFRET -2.8, Anthrax LF inh2 0.9 and BoNT-A LC inh2 0.1.
Cc1ccc(C(=O)N=c2sccn2C)cc1C was read as BoNT F protease 4.2, CCHFV vOTU inh 18.8, Rv3671c inh -2.2, SARS 3CLpro inh 0.4, MazEF act -1.7, PrPC TRFRET -3.0, PriA SSB inh 8.1, VHR inh abs 5.4, Anthrax LF inh2 -0.8 and BoNT-A LC inh2 1.9.
For C[C@H](CO)N1C[C@H](C)[C@@H](CN(C)C)Oc2c(NS(=O)(=O)c3ccc(F)cc3)cccc2C1=O the results were BoNT F protease -4.3, CCHFV vOTU inh -4.5, Rv3671c inh -2.1, MazEF act 3.0, PrPC TRFRET 3.9, PriA SSB inh 2.0, Anthrax LF inh2 -4.4 and BoNT-A LC inh2 -0.5.
Cc1nnc(SCC(=O)NC(=O)NCc2ccco2)n1Cc1ccccc1 was read as BoNT F protease -5.3, CCHFV vOTU inh 1.7, Rv3671c inh -3.4, SARS 3CLpro inh -5.5, MazEF act 11.1, PrPC TRFRET -1.8, PriA SSB inh -19.5, VHR inh abs -12.5, Anthrax LF inh2 0.7 and BoNT-A LC inh2 0.3.
Cc1ncoc1C(=O)N1CCCC(C(=O)c2ccc(Oc3ccccc3)cc2)C1 (centres undefined) was read as BoNT F protease -4.5, CCHFV vOTU inh -15.0, Rv3671c inh -0.8, SARS 3CLpro inh 3.0, MazEF act 4.5, PrPC TRFRET -3.7, PriA SSB inh -4.3, VHR inh abs 30.9, Anthrax LF inh2 1.0 and BoNT-A LC inh2 -0.4.
Screening Brc1ccc(C2Nc3cccc4cccc(c34)N2)s1 returned BoNT F protease -3.8, CCHFV vOTU inh 19.1, Rv3671c inh 1.8, SARS 3CLpro inh -5.1, MazEF act 5.6, PrPC TRFRET 12.5, PriA SSB inh -0.3, VHR inh abs -18.5, Anthrax LF inh2 -0.7 and BoNT-A LC inh2 0.6.
For Cc1ccnc(NC(=O)c2cccc(S(=O)(=O)N3CCCc4ccccc43)c2)c1 the results were BoNT F protease 8.7, CCHFV vOTU inh -1.4, Rv3671c inh -3.1, MazEF act 0.3, PrPC TRFRET -2.4, PriA SSB inh 8.6, Anthrax LF inh2 0.3 and BoNT-A LC inh2 4.1.
COC(=O)Nc1ccc(S(=O)(=O)N2CCN(c3ccc(F)cc3)CC2)cc1 was read as BoNT F protease -2.0, CCHFV vOTU inh 3.7, Rv3671c inh -14.5, SARS 3CLpro inh -0.2, MazEF act 5.4, PrPC TRFRET 2.1, PriA SSB inh 14.6, VHR inh abs 9.7, Anthrax LF inh2 -8.2 and BoNT-A LC inh2 0.0.

Compound activity from PubChem BioAssay.
